Screening results deposited in PubChem BioAssay by several laboratories.
TbMetRS inhib – blocks T. brucei methionyl-tRNA synthetase activity | purified T. brucei MetRS, ATP depletion, Kinase-Glo luminescence | inhibition, % at 11.9 µM | hit rate 0.4% among 360,000 | AID 624268;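 active = inhibition above a per-plate cutoff of the control wells' mean inhibition plus 3 SD, cut at about 5.5% in these data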;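 note: 0% = DMSO wells median and 100% = median of wells with control inhibitor compound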
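Test system – parasite MetRS enzyme · Reagent – substrates ATP, L-methionine and bulk Escherichia coli tRNA · Doses – 11.9 µM compound single dose, 0.9% DMSO · Times – 15 min enzyme-compound preincubation, 2 h reaction, 10 min detection, 25 °C · Signal – Kinase-Glo luminescence, ATP depletion format · Controls – DMSO-only wells as low control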
eLon inh – inhibitors of E. coli Lon protease. P0A9M0. purified E. coli Lon protease, fluorescence polarization. inhibition, % at 7.94 µM. hit rate 0.42% among 360,000. AID 602123; in the data active = inhibition above about 13%, passing the limit was not always enough;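 note: 0% = enzyme with probe and DMSO and 100% = no enzyme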
SUMO1-SIM PPI – modulators of human SUMO1-mediated protein-protein interactions | hit rate 0.33% among 360,000 | P63165 | AID 602429 | SUMO1 binding to a labelled peptide, TR-FRET, 1 h | inhibition, % at 20 µM; in the data active = inhibition above about 37%
LMPTP inh – LMPTP (human) inhibition | P24666 | recombinant LMPTP-A, OMFP fluorogenic substrate, fluorescence intensity | inhibition, % at 20 µM | hit rate 0.22% among 360,000 | AID 651560;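 active = compounds that cut the enzyme signal by at least half of the control window in the single-dose screen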;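 note: plate controls were DMSO wells with enzyme plus substrate for no effect and substrate without enzyme for full effect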
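Assay system: LMPTP-A enzyme. Input: 0.625 nM LMPTP-A final. Probe or stimulus: 400 µM OMFP. Compound dosing: single 20 µM dose. Schedule: 50 min dark incubation at room temperature. Detection: fluorescence intensity of OMFP turnover product. Read-out: percent inhibition versus substrate-only and uninhibited controls. Benchmarks: no-enzyme low control, uninhibited high control.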
STEP inh – blocks human striatal-enriched tyrosine phosphatase. P54829. inhibition, % at 20 µM. recombinant STEP, OMFP fluorogenic substrate, fluorescence. hit rate 0.25% among 360,000;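 active = inhibition at 20 µM, scaled per plate between control wells, above about 37%, limit read from the data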;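 note: 0% = DMSO with enzyme and substrate and 100% = substrate only without enzyme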
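Measure: Control-normalized % inhibition with plate pattern correction | Test system: STEP phosphatase, cell-free reaction | Medium: pH 6.0 Bis-Tris with DTT and Tween 20 | Technique: Fluorescence, 480/540 nm | Times: Reaction 20 min, ambient temperature | Doses: Single compound dose of 20 µM, 1% DMSO final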
bovine MsrA act – bovine methionine sulfoxide reductase A activation. purified bovine MsrA, absorbance read-out. activation, % at 10.6 µM. hit rate 0.3% among 360,000. AID 602163; in the data active = activation above about 7.5%;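 note: 0% = vehicle and 100% = reference activator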
DNMT1 block – blocks human DNA methyltransferase DNMT1; DNMT1 molecular beacon, Hinp1I cleavage, fluorescence; AID 588458; inhibition (reported as % activation of signal), % at 10 µM; hit rate 0.83% among 360,000; P26358; in the data active = inhibition above about 50%
Target sequence (P26358 504-1616 limits assumed): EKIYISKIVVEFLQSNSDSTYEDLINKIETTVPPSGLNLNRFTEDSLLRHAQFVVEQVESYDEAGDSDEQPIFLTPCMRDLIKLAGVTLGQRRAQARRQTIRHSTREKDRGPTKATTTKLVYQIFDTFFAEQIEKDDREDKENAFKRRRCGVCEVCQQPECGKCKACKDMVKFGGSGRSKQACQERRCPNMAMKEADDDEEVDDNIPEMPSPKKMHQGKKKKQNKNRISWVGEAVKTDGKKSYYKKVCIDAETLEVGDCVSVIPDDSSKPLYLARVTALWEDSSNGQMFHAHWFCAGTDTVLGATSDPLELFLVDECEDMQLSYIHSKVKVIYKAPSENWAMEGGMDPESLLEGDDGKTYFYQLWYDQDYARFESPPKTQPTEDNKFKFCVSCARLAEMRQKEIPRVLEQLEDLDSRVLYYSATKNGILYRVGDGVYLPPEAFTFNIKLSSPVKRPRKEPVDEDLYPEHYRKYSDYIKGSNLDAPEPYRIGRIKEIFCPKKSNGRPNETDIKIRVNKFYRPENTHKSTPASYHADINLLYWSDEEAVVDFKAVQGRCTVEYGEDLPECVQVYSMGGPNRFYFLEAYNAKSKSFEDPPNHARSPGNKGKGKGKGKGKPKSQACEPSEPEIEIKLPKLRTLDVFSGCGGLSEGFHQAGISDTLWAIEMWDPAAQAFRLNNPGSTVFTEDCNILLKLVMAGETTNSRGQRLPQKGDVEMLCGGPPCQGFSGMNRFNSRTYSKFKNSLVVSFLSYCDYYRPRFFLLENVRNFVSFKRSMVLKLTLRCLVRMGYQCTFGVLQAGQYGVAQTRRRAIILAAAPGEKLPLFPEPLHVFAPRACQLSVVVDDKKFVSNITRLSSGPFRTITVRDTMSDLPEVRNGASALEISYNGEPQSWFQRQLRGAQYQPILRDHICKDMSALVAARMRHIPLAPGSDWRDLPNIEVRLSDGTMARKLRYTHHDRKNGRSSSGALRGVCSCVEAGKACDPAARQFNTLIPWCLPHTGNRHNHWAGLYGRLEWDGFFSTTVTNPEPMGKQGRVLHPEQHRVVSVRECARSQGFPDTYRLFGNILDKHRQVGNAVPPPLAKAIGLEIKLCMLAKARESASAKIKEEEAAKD
MsrA inhibitor – inhibitors of bovine MsrA; purified bovine MsrA, absorbance read-out; inhibition, % at 15.5 µM; hit rate 0.75% among 360,000; AID 651718; in the data active = inhibition above about 4.5%;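 note: 0% = vehicle wells with enzyme and 100% = reference inhibitor wells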
NRP1-CendR mod – modulators of CendR peptide binding to human neuropilin-1 | O14786 | hit rate 0.85% among 360,000 | inhibition, % at 25 µM | FAM-RPARPAR peptide binding to NRP-1, fluorescence polarization | AID 602438;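 active = inhibition or corrected inhibition above about 18%, plus a signal ratio from 0.5 to 1.5, limit read from the data, passing the limit was not always enough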; note: strong numbers were not always called active
Scp-1 inhibitor – Scp-1 (human) phosphatase inhibition; Recombinant Scp1, phosphopeptide, malachite green phosphate absorbance; hit rate 0.88% among 340,000; inhibition, % at 20 µM; Q9GZU7;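 active = inhibition above about 50% at 20 µM, limit read from the data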;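 note: plate controls were DMSO wells with enzyme for no effect and wells lacking enzyme for full effect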
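Material – SCP-1 phosphatase catalytic domain, residues 76-261 · Buffer or medium – Acidic Tris acetate buffer with magnesium and detergent · Also added – Phospho 17-mer peptide substrate · Compound – single 20 µM dose, 1% DMSO · Times – 45 min room-temperature reaction, 5 min colour, 30 min stabiliser · Technique – Phosphate-binding colour reagent, absorbance read at 630 nm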
Numbers without * were called inactive; / = not tested or not shown.

SMILES | TbMetRS inhib | eLon inh | SUMO1-SIM PPI | LMPTP inh | STEP inh | bovine MsrA act | DNMT1 block | MsrA inhibitor | NRP1-CendR mod | Scp-1 inhibitor
Cc1nnc(NC(=O)c2nc(S(=O)(=O)Cc3ccccc3)ncc2Cl)s1 | -0.1 | 5 | 6 | -2.7 | 3 | 11* | 5 | -1.2 | -2 | 11
CC1=NN(C(=O)c2ccc(Cn3nc(C)c(Br)c3C)cc2)C(O)(C(F)(F)F)C1 (stereo not drawn) | -1.0 | -1 | 3 | -1.8 | -3 | -6 | -4 | -1.1 | -6 | -5
CCNC(=S)NNC(=O)c1ccc2ncccc2c1 | 2.2 | 1 | 4 | -1.0 | 1 | -7 | 4 | 1.0 | -6 | -9
O=C(NCCc1ccc2c(c1)OCCO2)c1cc2ccccc2o1 | -0.4 | -3 | 2 | -0.3 | 3 | -2 | 4 | 1.3 | 2 | -10
O=C1CCCN2N=C(SCC(=O)Nc3ccc([N+](=O)[O-])cc3)SC2=N1 | -0.6 | 3 | -2 | 2.7 | 2 | -3 | -2 | 0.9 | 8 | -2
c1ccc2ncccc2c1 | -1.9 | -2 | -3 | -0.9 | -3 | -5 | -1 | / | -8 | 7
COc1ccc(C2=NN(C(=O)COC(=O)c3ccc(NC(=O)CC#N)cc3)C(c3ccco3)C2)cc1 (stereo not drawn) | -0.2 | -254 | 5 | 2.8 | -9 | -3 | -5 | 0.0 | -37 | -12
O=C(NCc1cccnc1)c1nn2cccnc2c1Cl | 0.1 | 3 | 1 | -2.6 | 2 | -5 | 2 | 0.2 | 2 | -6
COc1ccc(-n2c(/C=C(\C)O)nc(=O)c3c(C)cc(C)nc32)cc1 | -0.3 | -15 | 2 | 0.9 | -4 | -4 | 11 | 5.8* | -10 | -4
Cc1nc2ccccc2nc1N1CCOCC1 | 1.3 | -5 | 3 | -0.3 | -1 | 1 | 0 | 0.8 | 8 | 3
Cc1ccccc1Nc1nc2nonc2nc1N1CCOCC1 | -0.4 | -6 | -8 | -1.3 | 0 | -3 | 2 | 3.5 | 2 | -8
COc1ccc(-c2[nH]n(-c3ccc([N+](=O)[O-])cc3)c(=O)c2C=NCc2ccccc2)cc1 | -0.1 | 5 | -3 | 2.0 | 1 | -3 | -3 | 0.4 | 10 | -4
NC(=O)C1CCN(c2cc(Cl)nc(N)n2)CC1 | -0.9 | 5 | 1 | -0.2 | -1 | -3 | 0 | 1.9 | 7 | 9
Cc1ccccc1CN1CCC(Oc2ccc(C(=O)NCc3ccccn3)cc2)CC1 | -0.2 | 7 | 0 | 0.9 | -3 | -3 | -2 | -0.2 | 9 | -3
COc1c(Cl)c(=O)oc2ccc(Cl)cc12 | -0.2 | 21 | -4 | -1.5 | -2 | -1 | 4 | 0.4 | -5 | /
CCCNC(=O)c1oc2ccc3c(c2c1C)C(O)CC(C)(C)O3 (stereo not drawn) | -0.7 | 6 | -3 | 1.2 | -2 | -1 | 1 | -1.4 | 6 | -7
O=c1c2c(c(-c3ccccc3)nn1Cc1ccccc1)CCCC2 | -1.0 | -1 | 4 | 0.3 | 3 | -5 | 2 | 0.1 | 11 | -10
O=C(CN1CCN(c2ccccc2)CC1)NC(=O)NCc1ccco1 | 0.6 | 3 | 3 | -0.3 | 4 | 0 | 1 | -0.7 | 6 | -2
CCOC(=O)NC(=O)CSc1ccc(S(=O)(=O)N(C)C2CCCCC2)cn1 | 0.1 | -2 | 1 | -0.9 | 1 | -1 | 3 | 0.8 | 14 | -1
CN(CC1COc2ccccc2O1)C(=O)Cn1cc(C(F)(F)F)ccc1=O (stereo not drawn) | -0.4 | -7 | 2 | -1.3 | 1 | -1 | 0 | 0.3 | 9 | -6

Nothing new here: entries from further up.
SMILES | TbMetRS inhib | eLon inh | SUMO1-SIM PPI | LMPTP inh | STEP inh | bovine MsrA act | DNMT1 block | MsrA inhibitor | NRP1-CendR mod | Scp-1 inhibitor
COc1ccc(-n2c(/C=C(\C)O)nc(=O)c3c(C)cc(C)nc32)cc1 | -0.3 | -15 | 2 | 0.9 | -4 | -4 | 11 | 5.8* | -10 | -4
Cc1nc2ccccc2nc1N1CCOCC1 | 1.3 | -5 | 3 | -0.3 | -1 | 1 | 0 | 0.8 | 8 | 3
Cc1ccccc1Nc1nc2nonc2nc1N1CCOCC1 | -0.4 | -6 | -8 | -1.3 | 0 | -3 | 2 | 3.5 | 2 | -8
COc1ccc(-c2[nH]n(-c3ccc([N+](=O)[O-])cc3)c(=O)c2C=NCc2ccccc2)cc1 | -0.1 | 5 | -3 | 2.0 | 1 | -3 | -3 | 0.4 | 10 | -4
NC(=O)C1CCN(c2cc(Cl)nc(N)n2)CC1 | -0.9 | 5 | 1 | -0.2 | -1 | -3 | 0 | 1.9 | 7 | 9
Cc1ccccc1CN1CCC(Oc2ccc(C(=O)NCc3ccccn3)cc2)CC1 | -0.2 | 7 | 0 | 0.9 | -3 | -3 | -2 | -0.2 | 9 | -3
COc1c(Cl)c(=O)oc2ccc(Cl)cc12 | -0.2 | 21 | -4 | -1.5 | -2 | -1 | 4 | 0.4 | -5 | /
CCCNC(=O)c1oc2ccc3c(c2c1C)C(O)CC(C)(C)O3 (stereo not drawn) | -0.7 | 6 | -3 | 1.2 | -2 | -1 | 1 | -1.4 | 6 | -7

(list continues)
SMILES | TbMetRS inhib | eLon inh | SUMO1-SIM PPI | LMPTP inh | STEP inh | bovine MsrA act | DNMT1 block | MsrA inhibitor | NRP1-CendR mod | Scp-1 inhibitor
Cc1c(Br)c([N+](=O)[O-])nn1CC(=O)Nc1c(C)n(C)n(-c2ccccc2)c1=O | 0.2 | -7 | -10 | -1.2 | -2 | -2 | -4 | -1.0 | -5 | -7
CCCCCCCCN1[C@@H](CC(=O)OCC)c2cc(C(F)(F)F)ccc2S1(=O)=O | -0.1 | 5 | 4 | 2.4 | 3 | -1 | -1 | 0.3 | 23 | -14
Cn1cccc1/C=N\NC(=O)c1cncc(Br)c1 | -0.3 | -3 | -6 | -0.4 | 2 | -3 | -5 | 2.2 | -5 | -4
NC(=NCCc1ccc(Cl)cc1)NS(=O)(=O)c1ccccc1 | 4.5 | 3 | 1 | -0.4 | -1 | -1 | -2 | -0.5 | 10 | 6
COc1ccc(NC(=O)CN2CCC(C)CC2)c([N+](=O)[O-])c1 | 0.0 | -7 | -29 | -2.0 | -1 | 0 | -2 | -0.4 | 2 | -10
CC(OC(=O)C1=Cc2ccccc2OC1)C(=O)NC(C)(C)C (stereo not drawn) | 0.1 | 5 | -4 | -2.4 | 0 | -2 | -1 | 0.7 | 9 | -13
COc1cc(NCCCn2cnc3c(OC)ncnc32)cc(OC)c1OC | -1.0 | 3 | -1 | -2.2 | 0 | -1 | 10 | -0.1 | -11 | /
NC(=O)c1ccccc1OCC(=O)Nc1cccnc1Cl | -0.2 | -4 | 1 | -0.5 | -1 | -1 | 8 | 0.4 | 0 | -8
CN(C)c1ccc(C(=S)N2CCN(Cc3ccccc3)CC2)cc1 | -0.3 | 2 | -1 | 0.9 | 85* | -4 | -1 | -0.5 | 4 | -7
CCc1ccc(CN(C)C(=O)CC2C(=O)NCCN2Cc2ccoc2)cc1 (stereo not drawn) | -0.6 | -2 | 0 | -2.4 | 0 | -2 | -2 | -0.2 | -5 | -3
COc1cccc(CNc2nc3ccccc3n2CCN2CCCCC2)c1OC | -0.4 | -3 | -1 | 4.7 | 0 | -2 | -2 | 1.2 | 3 | -2
O=C(Nc1ccccc1)/C(=C/c1cccnc1)NC(=O)c1ccco1 | -0.7 | -11 | -4 | -1.3 | 0 | 6 | -2 | -0.8 | -12 | 6
O=C(Nc1ccc2snnc2c1)N1CCN(c2ccccc2)CC1 | 0.7 | 0 | 2 | -0.4 | 0 | 1 | -6 | 0.2 | 5 | -11
COc1ccc(NC(=O)Nc2ccccc2C(N)=O)cc1OC | -0.4 | 10 | 5 | -0.6 | 4 | -1 | -4 | -0.2 | 0 | 0
CC(=O)N1c2ccccc2CCc2ccc(N)cc21 | -0.7 | -7 | -5 | -0.7 | -2 | -2 | -2 | 0.5 | 8 | -3
Cc1ccc2c(c1)C1CN(C)CCC1N2S(=O)(=O)c1cccc(F)c1 (stereo not drawn) | -0.3 | 4 | -1 | -0.5 | 0 | -6 | 0 | 0.0 | -5 | -2
CCC(CC)C(=O)Nc1cc(OC)c(OC)cc1C(=O)O | -0.5 | -1 | 21 | -1.6 | 0 | 0 | 1 | -0.9 | 0 | 3
COc1ccccc1CNC(=O)CNCCc1ccc(OC)c(OC)c1 | -0.1 | 4 | 3 | 0.3 | 0 | -3 | -2 | -0.6 | 12 | -4
Cc1nnc(NC(=O)CSc2nnc(CNC(=O)C34CC5CC(CC(C5)C3)C4)n2C2CCCCC2)s1 | -1.1 | -4 | -1 | -2.1 | 1 | -2 | 0 | 0.1 | 1 | -5
Cc1ccc(NCc2nnc(SCC(=O)NNC(=O)Cc3ccccc3)n2C)cc1 | -0.1 | -3 | -2 | -1.7 | 1 | -1 | -2 | 0.2 | 1 | -11
O=C(COC(=O)CCc1nc2ccccc2c(=O)[nH]1)Nc1c(Cl)cccc1C(F)(F)F | 0.0 | -4 | -2 | -1.1 | 0 | -2 | -2 | 1.0 | -10 | -1
CC1(C)Cc2c(c(N3CCCC3)nc3sc(C(=O)Nc4ccccc4)c(N)c23)CO1 | 0.6 | 3 | -6 | 2.7 | 1 | -4 | -9 | 3.4 | 0 | -2
COc1cc(NS(C)(=O)=O)c(OC)cc1NC(=O)c1cccc(F)c1 | -0.2 | -6 | 0 | -0.9 | 1 | -3 | -3 | 0.5 | 10 | -4
Cc1c(C#N)c(NC(=O)CCl)n(Cc2cccs2)c1C | -0.2 | 2 | 2 | 0.1 | -4 | -3 | -1 | -2.0 | -14 | -8
CC1Cc2cc(S(=O)(=O)N3CCCCC3)ccc2N1C(=O)C1CCC1 (stereo not drawn) | -0.1 | -5 | 0 | 0.0 | 0 | 1 | 0 | -0.3 | 8 | -5
Cc1sc2nc(CSc3cccc(C(F)(F)F)c3)[nH]c(=O)c2c1C | -1.4 | 10 | 4 | -0.7 | 0 | -7 | 7 | -0.7 | 2 | -5
CCOc1ccc(C(C)=O)cc1CSc1nc2nc(C)cc(C)n2n1 | 0.2 | 1 | 1 | 1.3 | -2 | -3 | 0 | 0.6 | 4 | -11
CN(CC(=O)Nc1ccc(F)c(F)c1F)C(=O)c1cc(-c2ccncc2)nc2ccccc12 | -0.2 | -5 | -7 | 0.4 | 1 | 1 | -3 | 0.7 | -22 | -1
